From PubChem
Lipid storage S3: qHTS Assay for Lipid Storage Modulators in Drosophila S3 Cells | Drosophila S3 cells, BODIPY lipid droplet fluorescence, 18-24 h; cells fed with added oleic acid | lipid storage change, negative = inhibition, % at the top dose, mostly 46.1 µM; hits show Potency in µM | 320,000 compounds, 0.64% hits; active means well fitted inhibition curve with a large enough effect in the signal ratio, with a control signal flat, not every such curve was filed as active; inconclusive means small, poorly fitted or top-dose-only effect, or effect the other way, or a change in a side signal; the % refers to the signal ratio
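Drosophila S3 cells loaded with oleic acid (400 uM, as added) and compounds at several concentrations; lipid droplets imaged by 488-nm laser-scanning cytometry, 500–530 nm intensity and object ratio to cell channel. Percent activity normalized to 20 uM Triacsin C.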
Lipid storage S3 cell count max: also measured in Lipid storage S3; calls as there; cell number change, %; measured here: cell count max response;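 cells counted by Cell Tracker Red CMTPX staining in the red channel; peak over a dose series mostly up to 46.1 µM; percent activity relative to internal control wells on each plate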
* hit, by the source's call; i = inactive; ? = inconclusive; nt = no result given; [ ] = remark or other dose. On the % scale 0 is the no-effect control and ±100 the full control effect; potency means the concentration at half of the fitted maximal effect.

canonical_smiles,Lipid storage S3,Lipid storage S3 cell count max
O=C(N/N=C1/CCc2ccccc21)C1CC1,i,nt
CCOC(=O)N1CCN(C(=O)c2ccccc2-c2ccccc2)CC1,?,nt
CCCCC(C)n1[nH]c(=O)c2c(C)cc(C)nc21 (stereo not drawn),?,nt
CCOC(=O)CC1(c2ccccc2)CCOC(C)(C)C1 (stereo not drawn),-20%,5
CCOC(=O)C(C)Oc1cccc2c(=O)n(CC(=O)Nc3ccc4c(c3)OCCO4)ccc12 (stereo not drawn),?,nt
O=C(CSCc1ccccc1Cl)N1CCN(c2ccccn2)CC1,?,nt
COc1ccc(CNC(=O)CN(c2ccc(C)cc2)S(=O)(=O)c2c(C)nn(C)c2C)cc1,?,nt
Cc1ccc(OCC(=O)N2CCN(S(=O)(=O)c3ccc4c(c3)OCCO4)CC2)c(C)c1,?,nt
CCOC(=O)Cn1nc(C)n(-c2ccc(F)cc2)c1=O,?,nt
Cc1ccc(/C=N/NC(=O)C2COc3ccccc3O2)s1 (stereo not drawn),?,nt
O=C(CN1C(=O)c2ccccc2C1=O)Nc1ccccc1C(=O)NC1CCCCCC1,5%,2
Cc1noc(-c2ccccc2)c1NC(=O)Nc1ccccc1,?,nt
COc1ccc(C2c3[nH]c4ccccc4c3CCN2CCCn2cccn2)c(F)c1 (stereo not drawn),-1%,1
CCc1ccc2[nH]c(C(=O)Nc3ccc(F)cc3Br)cc2c1,?,nt
COc1ccc(-n2nc3c(N4CCC(C(=O)NC5CCCCC5)CC4)nnc(C)c3c2C)cc1,i,nt
Cc1nn(Cc2ccc(F)cc2)c(C)c1NC(=O)c1cnn2cccnc12,?,nt
COc1ccc(C(CNC(=O)Cc2ccccc2)N2CCCCC2)cc1 (stereo not drawn),-2%,-7
Cc1ccc(-c2csc3ncnc(SCC(=O)O)c23)cc1,0%,11
COc1ccccc1NC(=O)/C(=C\c1cccnc1)NC(=O)c1ccc(C)cc1,?,nt
CCCc1ccc(-c2cc(C(=O)N/N=C/c3ccc([N+](=O)[O-])o3)c3ccccc3n2)cc1,?,nt
COc1cc(S(=O)(=O)Nc2cccc(C(=O)O)c2)c(OC)cc1Cl,?,nt
COc1ccc2c(c1)c(CC(=O)Nc1cccc(S(N)(=O)=O)c1)c(C)n2C(=O)c1ccc(Cl)cc1,-1%,-13
COc1cc(Br)c(CN2CCCN(C)CC2)cc1OC,9%,8
CC(C)(C)NS(=O)(=O)c1ccc(NC(=O)CS(=O)(=O)Cc2ccccc2)cc1,?,nt
CCN(c1ccccc1)S(=O)(=O)c1ccc(Cl)c(NC(=O)Nc2ccc(Cl)cc2C#N)c1,?,nt
Cc1cc(Oc2ccc(-c3ccccc3)cc2)nc(N2CCOCC2)n1,7%,-7
Cc1nc2nc(SCC(=O)NCCN3CCOCC3)nn2c(C)c1Cc1ccccc1,2%,20
Cc1cc(C)nc(SCC(=O)Nc2ccc(Br)cn2)n1,17%,15
Cc1ccc(C#N)c(SCCN2CCCCC2)n1,?,nt
Fc1ccccc1COc1ccc(-c2nnn(Cc3ccccc3F)n2)cc1,?,nt
CCN(CC)S(=O)(=O)c1cc(NC(=O)COC(=O)c2ccc(NC(=O)CC#N)cc2)ccc1C,0%,-5
O=C(CCS(=O)(=O)c1ccccc1)Nc1ccccc1F,i,22
CCc1nnc(NC(=O)C2Cc3ccccc3CN2S(=O)(=O)CC)s1 (stereo not drawn),?,nt
CCOCCCn1c(=S)[nH]c2cc(C(=O)NCCOC)ccc2c1=O,?,nt
CCCc1nnc(NC(=O)c2c(O)c3c([nH]c2=O)CCCC3)s1,?,nt
Cc1cc(C)n(CC(=O)Nc2cccc(C(F)(F)F)c2)n1,-3%,-15
CCCc1ccc(C(=O)O/N=C(\N)c2ccccn2)cc1,-20%,11
Cc1ccc(C2CC(c3cccs3)n3nc(N)nc3N2)cc1 (stereo not drawn),?,nt
CCN=C1S/C(=C\c2sccc2C)C(=O)N1CC,?,nt
O=C(C1=C(O)C(=O)N(CCOCCO)C1c1cccc([N+](=O)[O-])c1)c1cccs1 (stereo not drawn),-4%,15
Cc1ccc(N(CC(=O)N2CCOCC2)S(=O)(=O)c2ccccc2)cc1,-1%,-25
O=C(O)c1ccc(Cl)c(S(=O)(=O)N2CCC(Cc3ccccc3)CC2)c1,i,-26
CC(=O)Nc1ccc(-c2ccc(NC(C)=O)c(O)c2)cc1O,?,nt
CN1CCSc2ccc(C(=O)NCc3ccccc3)cc21,?,nt
COc1ccc(C(=O)c2ccc(OC)cc2OC)cc1,?,nt
O=C(Nc1ccccc1)c1cccc(C(=O)Nc2ccccc2)n1,?,nt
C[N+]1(CC2COC3(CCCCC3)O2)CCCC1 (stereo not drawn),1%,0
O=C(CC1C(=O)NCCN1Cc1cccc(Oc2ccccc2)c1)NCCn1cccn1 (stereo not drawn),25%,11
Cc1cc(C)n2nc(C(=O)Nc3ccc4c(c3)OCO4)cc2n1,?,nt
COc1ccc(C(=O)C2CCCN(C(=O)Cc3c(C)noc3C)C2)cc1OC (stereo not drawn),18%,5
CCOC(=O)c1sc(NC(=O)CSc2nccn2C)nc1C,?,nt
NC(=O)CSc1nnc(NC(=O)c2ccc3ccccc3c2)s1,?,nt
COC(=O)c1ccc(NC(=S)NCCc2ccc(OC)cc2)cc1,?,nt
COc1ccc(C)cc1N(C(=O)COc1ccccc1)c1nc2ccccc2s1,?,nt
CCC1CCCCN1CCCNC(=O)c1csc2c1CCCCC2 (stereo not drawn),i,5
O=S(=O)(CCc1nc2ccccc2s1)c1ccc(Cl)cc1,i,18
O=C(NNS(=O)(=O)c1ccccc1)c1ccc(F)cc1,?,nt
CC1Sc2ccc(S(=O)(=O)NCCc3ccc(S(N)(=O)=O)cc3)cc2NC1=O (stereo not drawn),2.6µM*,-0.9*
CN(CC(=O)Nc1ccc(Cl)c(Cl)c1)C(=O)C1CCCC1,?,nt
COc1cc(CC(=O)Nc2cccc(C(F)(F)F)c2)cc(OC)c1OC,?,nt

Following part
mol | Lipid storage S3 | Lipid storage S3 cell count max
Cc1cc(=O)[nH]c2nnc(SCC(=O)N3CC(C)OC(C)C3)n12 (stereo not drawn) | ? | nt
COc1ccc(C(=O)NC(=S)Nc2ccccc2[N+](=O)[O-])cc1OC | -11% | -13
CC(=O)Nc1ccc(S(=O)(=O)N(CCc2ccccc2)CC(=O)N/N=C/c2ccc(C(=O)O)cc2)cc1 | 10% | 4
Cc1cccc2cc(CN(CC3CCCO3)C(=O)c3cccnc3)c3nnnn3c12 (stereo not drawn) | ? | nt
CCC(=O)N1CCN(c2ccc(NC(=S)NC(=O)c3cc4ccccc4o3)cc2)CC1 | ? | nt
Cn1ncc(Br)c1C(=O)NCc1cccs1 | ? | nt
OCC1(CCOc2ccccc2)CCN(Cc2ccncc2)CC1 | -6% | 17
CCC(=O)NC(=S)Nc1ccc(NC(=O)c2cccc([N+](=O)[O-])c2C)cc1 | -14% | 3
CN1CCN(c2ccc([N+](=O)[O-])cc2NC(=O)c2cccs2)CC1 | ? | nt
CCN(CC(=O)Nc1ccc2c(c1)OCCO2)c1ccc(S(=O)(=O)N2CCOCC2)cn1 | ? | nt
Cn1c(-c2ccc(C(F)(F)F)cc2)cc2onc(-c3ccccc3)c2c1=O | ? | nt
O=C(CC1NCCc2ccccc21)Nc1ccccc1 (stereo not drawn) | ? | nt
COc1ccc(NC(=O)C2(c3ccc(NC(=O)c4ccc(OC)cc4)cc3)CCCC2)cc1 | 12% | -13
CCCCn1c(SCC(=O)Nc2nccs2)nc2ccccc2c1=O | ? | nt
Cn1cncc1C#Cc1ccc2cc(CCO)oc(=O)c2c1 | 1.3µM* | 17*
C/C(CC(=O)Nc1cc(Cl)ccc1Cl)=N\NC(=O)COc1cccc(C)c1 | ? | nt
COc1ccc(C(c2nnnn2CC2CCCO2)N2CCC(C(N)=O)CC2)cc1 (stereo not drawn) | 7% | 4
Cc1ccc(C(=O)Oc2coc(CSc3nnc(NC(=O)C4CC4)s3)cc2=O)cc1 | ? | nt
CS(=O)(=O)N1CCCC(C(=O)c2cccc(Cl)c2)C1 (stereo not drawn) | 17%[9.22 µM] | 1
COC(=O)C(Cc1ccccc1)NS(=O)(=O)c1ccc(F)cc1Br (stereo not drawn) | -14% | 13
CC(CCn1cccn1)NC(=O)c1cc(COc2ccc(F)cc2Cl)on1 (stereo not drawn) | ? | nt
Cc1nn(Cc2ccc(Cl)c(Cl)c2)c(C)c1NC(=O)c1cc(C2CC2)on1 | i | nt
COc1ccc(OCCn2c(=O)sc3ccccc32)cc1 | ? | nt
Cc1cccc(N2CCN(CCCNC(=O)c3ccc(NC(=O)C4=CSCCO4)cc3)CC2C)c1 (stereo not drawn) | ? | nt
COc1ccccc1OCc1ccc(C(=O)Nc2cc(OC)c(OC)c(OC)c2)o1 | 8% | 1
O=C(C1=C[C@H](c2ccc3c(c2)OCO3)C[C@H](OCCCCO)O1)N1CCN(Cc2ccccc2)CC1 | -25% | -2
O=C(C1CCN(C2CCN(CC3CC=CCC3)CC2)CC1)N1CCOCC1 (stereo not drawn) | ? | nt
C/C(=N\Nc1nc(Nc2ccccc2)nc(N2CCOCC2)n1)c1cccs1 | i | -16
CN(C)/C=C/C(=O)c1ccc(-c2ccc(Cl)cc2Cl)o1 | i[9.22 µM] | -46
CCOC(=O)c1cc(C(=O)c2cc(F)ccc2O)coc1=N | 18% | 1
O[C@@H](c1cc(C(F)(F)F)nc2c(C(F)(F)F)cccc12)[C@H]1CCCCN1 | ? | nt
CC(=O)/C(=N/Nc1ccccc1Cl)Sc1nnc(C(O)c2ccccc2)n1-c1ccccc1 (stereo not drawn) | ? | nt
Cc1cccc(N(C(=O)Cc2cccs2)C(C(=O)NC2CCCC2)c2ccsc2)c1 (stereo not drawn) | 3% | nt
CSc1ccc(CNC(=O)C2CCC(=O)N(Cc3cccc(F)c3)C2)cc1 (stereo not drawn) | ? | nt
O=C(Cc1ccccc1)N[C@@H](Cc1ccc(O)cc1)C(=O)O | 0% | 11
Cc1ccc(NC(=O)CSc2ccc(-c3ccco3)nn2)cc1 | 3% | nt
COc1cccc(/C=N/NC(=O)c2cccc(N3CCCC3=O)c2)c1 | i | 0
NNC(=O)COc1ccc(C2SCCS2)cc1 | ? | nt
Cc1ccccc1C(=O)NNC(=O)c1ccncc1 | ? | nt
CCc1ccc(NC(=O)CCC(=O)Nc2nnc(C(C)C)s2)cc1 | ? | nt
CSc1ccccc1NC(=O)Cc1ccccc1 | ? | nt
Cc1cc(C)cc(C(=O)Nc2nnc(SCC(=O)N3CCCc4ccccc43)s2)c1 | 6% | 17
CO/N=C(\c1ccccc1)c1cccnc1 | ? | nt
CC(C)c1ccc(S(=O)(=O)N2CCN(C(=O)C3CC3C)CC2)cc1 (stereo not drawn) | 10%[0.0737 µM] | 13
Cc1n[nH]c(C)c1CCNC(=O)C1CCC(=O)N(CCc2cccc(F)c2)C1 (stereo not drawn) | i | 16

Reprinted at random: five entries already listed.
mol | Lipid storage S3 | Lipid storage S3 cell count max
CC(=O)/C(=N/Nc1ccccc1Cl)Sc1nnc(C(O)c2ccccc2)n1-c1ccccc1 (stereo not drawn) | ? | nt
Cc1cc(C)cc(C(=O)Nc2nnc(SCC(=O)N3CCCc4ccccc43)s2)c1 | 6% | 17
CO/N=C(\c1ccccc1)c1cccnc1 | ? | nt
CSc1ccc(CNC(=O)C2CCC(=O)N(Cc3cccc(F)c3)C2)cc1 (stereo not drawn) | ? | nt
NNC(=O)COc1ccc(C2SCCS2)cc1 | ? | nt

Grouped by structure, the compounds so far containing a cyano group.
mol | Lipid storage S3 | Lipid storage S3 cell count max
CCN(c1ccccc1)S(=O)(=O)c1ccc(Cl)c(NC(=O)Nc2ccc(Cl)cc2C#N)c1 | ? | nt
Cc1ccc(C#N)c(SCCN2CCCCC2)n1 | ? | nt
CCN(CC)S(=O)(=O)c1cc(NC(=O)COC(=O)c2ccc(NC(=O)CC#N)cc2)ccc1C | 0% | -5

Following part
mol | Lipid storage S3 | Lipid storage S3 cell count max
COc1ccc(NC(=O)c2ccc3c(c2)C(=O)N(CC2CCCO2)C3=O)cc1O (stereo not drawn) | ? | nt
CCc1cccc2c(SC(C)C(=O)NCC3CCCO3)nc(-c3ccccc3)nc12 (stereo not drawn) | i | nt
Cc1cc(C)c(C)c(OCCCCN(C)Cc2ccccc2)c1 | ? | nt
CCOc1ccccc1NC(=O)c1cccc(NC(=O)c2ccco2)c1 | ? | nt
CN1CCC(N(C)S(=O)(=O)c2ccc(NC(=O)COc3ccc(Cl)cc3)cc2)CC1 | ? | nt
CC(C)(Oc1ccc(Cl)cc1)C(=O)NCc1ccncc1 | i | nt
C=C(C)c1cccc(C(C)(C)NC(=O)Nc2nncs2)c1 | 7% | 0
CN1C(=O)c2ccccc2N(C)C1c1ccc(F)cc1 (stereo not drawn) | ? | nt
O=C(CCC(=O)N1CCOc2ccccc21)N1CCOCC1 | ? | nt
Cc1cc(NC(=O)C(C)SCC(=O)OC(C)C(=O)Nc2ccc(F)cc2Cl)no1 (stereo not drawn) | -17% | -7
COc1ccc(CN(C2CCCC2)S(=O)(=O)c2ccc(-n3cnnn3)c(OC)c2)cc1OC | ? | nt
CN(Cc1ccccc1)S(=O)(=O)c1ccc2c(c1)n(C)c(=O)c(=O)n2C | -6% | 7

Full records, quoted from the list:
Entry for CC(C)(Oc1ccc(Cl)cc1)C(=O)NCc1ccncc1 → Lipid storage S3: i; Lipid storage S3 cell count max: nt
Entry for CN(Cc1ccccc1)S(=O)(=O)c1ccc2c(c1)n(C)c(=O)c(=O)n2C → Lipid storage S3: -6%; Lipid storage S3 cell count max: 7

Not all compounds are listed; count on the stated rates, not on these rows.
